From PubChem BioAssay
Integrin act MD = activators of alpha7 integrin expression for muscular dystrophy; 350,000 tested, 0.064% active; alpha7betagal myoblasts, beta-gal FDG fluorescence, 48 h; Potency, µM (doses to about 38.3 µM), for inactives: at the top dose activation, actives largely listed as activators;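 note: potency is the fitted concentration of half-maximal effect; 100% = response of the positive control SU9516; nearly all actives have a fitted effect of over 60% in size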
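Alpha7betagal+/- myoblasts (passage 13) were plated 16-24 hr, then exposed to compounds (1:260 dilution of DMSO stock) for 48 hours at 37C. After MPER lysis, β-galactosidase reporter activity was read as FDG fluorescence (ex 480/em 540) after 30 minutes.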
Giardia killer = kills Giardia lamblia; activity change, % at 7.66 µM, hits read low; 340,000 tested, 0.15% active; Giardia lamblia trophozoite viability; in the data active = activity change below about -80%; inconclusive = between about -30% and that limit;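 note: parasites exposed to compound for two days anaerobically before the ATP read; % is set by controls: 0 for no effect and ±100 for the full control effect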
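Luminescence from cellular ATP indicates surviving trophozoites (100 cells/well) following 48 hrs anaerobic compound treatment at 37 deg C; signal develops 15-30 min at room temperature.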
Tb PFK block = blocks T. brucei phosphofructokinase; O15648; T. brucei PFK, ADP-Glo luminescence; Potency, µM (series often up to 57.5 µM), without a hit: at the top dose activity, negative = inhibition, usual class: inhibitors; 330,000 tested, 0.17% active; AID 485367;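 note: potency is the fitted concentration of half-maximal effect; 0% = uninhibited 1x PFK enzyme wells and -100% = no-enzyme wells; nearly all actives have a fitted effect of over 60% in size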
Target sequence (O15648 whole entry, looked up): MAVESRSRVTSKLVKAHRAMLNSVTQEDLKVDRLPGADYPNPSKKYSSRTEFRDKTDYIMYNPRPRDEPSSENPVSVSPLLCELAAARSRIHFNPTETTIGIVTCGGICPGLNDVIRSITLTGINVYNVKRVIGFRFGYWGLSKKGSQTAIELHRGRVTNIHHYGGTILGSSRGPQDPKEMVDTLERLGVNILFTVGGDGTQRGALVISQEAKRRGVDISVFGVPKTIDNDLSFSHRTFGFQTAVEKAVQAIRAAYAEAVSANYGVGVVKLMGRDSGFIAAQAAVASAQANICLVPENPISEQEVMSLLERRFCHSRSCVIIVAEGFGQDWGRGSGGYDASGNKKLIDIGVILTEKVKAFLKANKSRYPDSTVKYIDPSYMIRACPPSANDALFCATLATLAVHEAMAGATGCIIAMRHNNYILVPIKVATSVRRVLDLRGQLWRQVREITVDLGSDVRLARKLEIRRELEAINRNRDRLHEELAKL
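In TEA buffer at pH 8.0 with 5 mM MgCl2, enzyme (1.25 nM) converted F6P (0.5 mM) and ATP (0.1 mM) for 45 min at room temperature. ADP product was read by luciferase luminescence.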
ASM inhibitor = human S-ASM enzyme inhibition; P17405; placental ASM, HMU-PC fluorogenic substrate, 60 min; Potency, µM (series often up to 57.5 µM), without a hit: at the top dose activity change, negative = inhibition, most hits filed as inhibitors; 340,000 tested, 0.006% active; AID 504937; note: potency is the fitted concentration of half-maximal effect
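qHTS format. ASM enzyme prepared from human placenta hydrolyses the fluorogenic substrate HMU-PC0 (9 uM final) over 60 min at 37 °C after a 10 min compound preincubation.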
PKM2 act = activators of human pyruvate kinase M2 | P14618 | purified PKM2, Kinase-Glo ATP luminescence, activation; response scale: 0% is enzyme alone, no compound | Potency, µM (doses to about 57.5 µM), for inactives: at the top dose activation, usual class: activators | 260,000 tested, 0.34% active; note: potency is the fitted concentration of half-maximal effect; % is set by controls: 0 for no effect and ±100 for the full control effect; nearly all actives have a fitted effect of over 55% in size
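Kinase-Glo luminescence reports ATP generated from ADP (0.1 mM) and PEP (0.5 mM) by purified hPK-M2 after 1 h at room temperature, pH 7.2 imidazole buffer; intermediate enzyme activity allows detecting inhibitors and activators.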
GALK inhibitor = galactokinase (human) inhibition. AID 1868. 270,000 tested, 0.007% active. Purified GALK, Kinase-Glo residual ATP luminescence. Potency, µM (series often up to 57.5 µM), inactives show at the highest dose activity change, negative = inhibition, hits mostly inhibitors. P51570; note: potency is the fitted concentration of half-maximal effect; % is set by controls: 0 for no effect and ±100 for the full control effect
Target sequence (P51570 whole entry, looked up): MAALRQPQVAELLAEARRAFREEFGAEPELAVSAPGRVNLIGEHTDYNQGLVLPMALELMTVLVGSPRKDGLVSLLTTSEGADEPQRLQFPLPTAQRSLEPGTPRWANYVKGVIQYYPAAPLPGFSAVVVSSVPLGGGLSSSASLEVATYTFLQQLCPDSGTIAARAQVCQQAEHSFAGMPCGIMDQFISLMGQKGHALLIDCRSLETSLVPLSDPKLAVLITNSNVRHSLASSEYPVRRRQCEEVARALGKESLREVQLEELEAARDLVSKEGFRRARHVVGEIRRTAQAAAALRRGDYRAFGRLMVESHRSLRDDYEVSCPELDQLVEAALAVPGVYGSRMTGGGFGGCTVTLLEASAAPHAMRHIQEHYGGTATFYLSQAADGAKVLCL
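ATP-depletion format; final 35 uM ATP, 100 uM D-galactose, 5 nM enzyme; pH 8.0 HEPES/Mg2+ buffer; 60 min RT; luminescence read 10 min after detection reagent.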
B2AR arrestin = beta2AR (human) beta-arrestin recruitment activity | P07550 | beta-arrestin recruitment to beta2AR, cell-based reporter | Potency, µM (doses to about 46.1 µM), inactives show top-dose activation, usual class: activators | 330,000 tested, 0.02% active | AID 492947;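 note: potency is the fitted concentration of half-maximal effect; 0% = DMSO controls and full agonism = EC100 isoproterenol or metaproterenol; nearly all actives have a fitted effect of over 65% in size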
Coupling enz = coupling enzyme interference in Giardia aldolase counter-screen; coupling enzyme system counterscreen, AmpLite Red fluorescence; activity change, negative = inhibition, % at 58.2 µM, hits read low; 290,000 tested, 0.67% active; AID 2472; in the data active = activity change below about -30%; note: % is set by controls: 0 for no effect and ±100 for the full control effect
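Final compound at 57.5 uM, incubated 10 min at RT with coupling enzyme reagent (glyceraldehyde-3-phosphate), then 20 min with substrate and AmpLite Red detection. Fluorescence read at 525/598 nm; tests interference with the coupling assay, not aldolase inhibition.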
Chronic BCR inh = inhibitors of chronic active B-cell receptor signaling | ABC-DLBCL IkBa-CBG/CBR reporter, luminescence ratio, 4 h | Potency, µM (series often up to 46.1 µM), for the others: at the top dose ratio change, negative = lower green/red ratio, hits mostly inhibitors | 340,000 tested, 0.05% active | AID 493014; active = well fitted inhibition curve with a large enough effect in the signal ratio, with a control signal flat, not every such curve was filed as active; inconclusive = small, poorly fitted or top-dose-only effect, or effect the other way, or a change in a side signal; the % refers to the signal ratio;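 note: potency is the fitted concentration of half-maximal effect; plate controls were basal doxycycline-induced cells for no effect and cells given 10 µM MG132 for full effect; MG132 reads +100%, hits lower the ratio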
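TMD8 human ABC-DLBCL cells with doxycycline-inducible IκBα–green luciferase fusion and unfused red luciferase, in 0.5% FBS medium; compounds up to 46 uM, 4 h at 37C. Green/red luminescence ratio, filter-overlap corrected, fitted to concentration-response curves.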
TSG101-PTAP inh = blocks PTAP/TSG101 interaction to inhibit HIV-1 budding | Q99816 | Fluorescence polarization, FITC-PTAP peptide / Tsg101 binding | Potency, µM (highest dose often 115 µM), without a hit: at the top dose activity change, negative = inhibition, most hits filed as inhibitors | 340,000 tested, under 10 active | AID 493005; active = well fitted inhibition curve with a large enough effect in the main read-out, with a control signal flat, not every such curve was filed as active; inconclusive = small, poorly fitted or top-dose-only effect, or effect the other way, or a change in a side signal; inactive = no such curve, though single readings can be large or run the other way; note: potency is the fitted concentration of half-maximal effect; % of control where 0% means no effect
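FP read-out: FITC-PTAP peptide, 50 nM final, binding Tsg101 binding domain, 10 uM final; 20 min, r.t.; 10 mM HEPES pH 7.5, 0.15 M NaCl, 0.01% Tween 20, 3 mM EDTA, 0.1 mM TCEP.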
Menin MLL FP TR = inhibitors of human menin-MLL interaction, mutant MLL peptide | O00255 | Menin + Texas Red MLL mutant peptide, fluorescence polarization | Potency, µM (highest dose often 61.6 µM), for the others: top-dose FP activity change, negative = inhibition, usual class: inhibitors | 270,000 tested, 0.23% active | AID 1768; active = well fitted inhibition curve with a large enough effect in the polarisation, with a control signal flat, not every such curve was filed as active; inconclusive = small, poorly fitted or top-dose-only effect, or effect the other way, or a change in a side signal; inactive = no such curve, though single readings can be large or run the other way; the % refers to the polarisation; note: potency is the fitted concentration of half-maximal effect; % of control where 0% means no effect; many of its hits are not listed in these tables
Numbers without * were called inactive; i = inactive; ? = inconclusive; . = not tested or not shown; [ ] = dose if it differs, or a comment. Unless noted, calls come from the whole dose curve; as a rule, active = well fitted curve in the direction sought with a large enough effect; inconclusive = small, poorly fitted or top-dose-only effect, or another doubt; inactive = no such curve, though single readings can be large; an effect the other way counts as inactive or inconclusive.

entry	Molecule	PKM2 act	Integrin act MD	GALK inhibitor	ASM inhibitor	B2AR arrestin	Giardia killer	Tb PFK block	Menin MLL FP TR	TSG101-PTAP inh	Chronic BCR inh	Coupling enz
1	CC(=O)Oc1ccccc1C1=NN(C(C)=O)C(c2ccccc2)C1 (centres undefined)	19%	-24%	0%	30%	0.1%	0	9%	3%	-5%	?	0
2	Cn1c(C(=O)NCCN2CCN(c3ccccc3F)CC2)cc2c(=O)n(C)c3ccccc3c21	-2%	-1%	1%	0%	-1.9%	4	1%	-13%	1%	0%	1
3	CN(C)c1nc(N(C)C)nc(N(C#N)CN2C(=O)c3ccccc3S2(=O)=O)n1	-3%	-23%	7%	-2%	0.0%	-2	-2%	-4%	-4%	-2%	-3
4	CCc1ccc(NC(=O)C2CCCN2c2nn3c(=O)cc(C)nc3s2)cc1 (centres undefined)	-4%	14%	.	2%	-0.9%	37[activator]	0%	-20%	-8%	-22%	-1
5	COc1ccc(C(=O)Nc2cc(OCc3ccccc3)c(Cl)cc2Cl)cc1	2%	9%	-1%	-6%	-0.8%	18	-3%	28%	0%	8%	-2
6	CCc1nnc(NS(=O)(=O)c2ccc(N/C=C/C(=O)c3ccc(OC)cc3)cc2)s1	1%	-13%	-1%	130%[activator]	4.6%	24	1%	?	-11%	-8%	3
7	CCOc1ccc(NC(=O)NNC(=O)c2ccc(Cl)cc2Cl)cc1	-2%	43%	0%	1%	-0.1%	-7	2%	35%[activator]	-4%	1%	0
8	CC1CCN(C(=O)CNC(=O)c2cccc(OC(F)F)c2)CC1	-4%	-5%	0%	-1%	-0.3%	4	2%	28%	-7%	?	2
9	O=C(COc1ccc2c(c1)oc(=O)c1ccccc12)NCCN1CCOCC1	-9%[0.46 µM]	19%	6%	3%	-0.6%	16	2%	-4%	0%	9%	0
10	COc1ccc(CC(=O)Nc2c3c(nn2-c2cccc(Cl)c2)CS(=O)C3)cc1 (centres undefined)	-8%	-13%	-3%	3%	-0.7%	34[activator]	0%	-3%	-5%	5%	-2
11	COc1cccc(CNC(=O)CCCc2c[nH]c3ccccc23)c1	-1%	11%	-1%	12%	-0.8%	-14	-3%	4%	-2%	?	1
12	O=C(NCCc1ccc(F)cc1)C(=O)NCC1CCCN1S(=O)(=O)c1ccccc1 (centres undefined)	.	1%	.	-1%	0.3%	-3	-7%	.	-3%	?	.
13	CC(C)Cn1c(N)c(C(=O)COC(=O)c2ccc(Br)cc2)c(=O)n(C)c1=O	.	-15%	.	-15%	-0.6%	0	5%	.	0%	?	.
14	CC(C(=O)Oc1ccc2c(c1)OCO2)N1C(=O)c2ccccc2C1=O (centres undefined)	-5%	.	4%	.	-0.6%	.	-2%	5%	.	0%	-1
15	COc1ccc(CN(C(=O)c2cnccn2)C(C(=O)Nc2ccc(F)cc2)c2ccccc2)cc1 (centres undefined)	-16%	-6%	-4%	-6%	-0.4%	5	0%	2%	-4%	-4%	0
16	COc1ccccc1C(=O)OCC(=O)Nc1cccc(S(=O)(=O)NC2=NCCCCC2)c1	.	0%	.	1%	-0.2%	5	2%	.	0%	0%	.
17	O=C(c1ccc(OC2CCN(Cc3ccccn3)CC2)cc1)N1CCC[C@H]1CO	-7%	42%	-5%	4%	-0.2%	8	-1%	.	-3%	2%	.
18	COc1ccc(S(=O)(=O)N2CCCCC2)cc1NC(=O)c1ccc([N+](=O)[O-])o1	2%	-41%[inhibitor]	-6%	-3%	0.0%	-95*	-1%	-12%	-3%	11%	0
19	CCC1CN(C(=O)NCc2ccc(F)cc2)c2cc(Cl)ccc2O1 (centres undefined)	.	-26%	.	-3%	0.1%	-6	-9%	11%	1%	0%	5
20	CCc1ccccc1OCCCOc1ccc(OC)cc1	-13%	-2%	-2%	-4%	-0.4%	-9	-1%	1%	-2%	?	-2
21	Cc1ccc(C)c(N(C)C(=O)c2ccc3c(=O)n4c(nc3c2)CCCCC4)c1	.	-12%	2%	0%	0.4%	13	-6%	-24%	2%	1%	0
22	Cc1cccc(C)c1NC(=S)NCCSc1ccc(Cl)cc1	1%	1%	-1%	-1%	-0.2%	-7	-3%	14%	-1%	14%	0
23	C=CCSc1nccc(-c2cc(Cl)sc2Cl)n1	2%	9%	1%	-7%	0.0%	11	2%	3%	-2%	7%	4
24	CC1=CCC(C(=O)O)C(C(=O)Nc2cccnc2)C1 (centres undefined)	3%	?	6%	0%	-0.2%	9	1%	-1%	0%	2%	1
25	Cc1ccc(N2CCN(S(=O)(=O)c3ccc(-n4cnnn4)cc3)CC2)c(C)c1	.	32%	-2%	-14%	0.1%	-18	-1%	.	0%	3%	.
26	COc1ccc(OC)c(C2C3=C(COC3=O)Nc3cc4c(cc32)OCO4)c1 (centres undefined)	1%	-7%	-4%	-2%	0.3%	-20	-1%	-5%	0%	?	2
27	COc1cccc(CNc2ccc(N3CCC(C)CC3)cc2)c1OC	-5%	-62%[inhibitor]	3%	4%	2.7%	2	-5%	-19%	0%	-5%	-11
28	COc1ccc(-c2csc(Cc3nnc(N4CCOCC4)n3-c3ccccc3)n2)cc1	-4%	-32%	9%	-1%	-1.2%	2	1%	?	-5%	9%	4
29	CC(C)(C)OC(=O)NC(CO)c1cn([C@@H](Cc2cc3ccccc3[nH]2)C(=O)N2CCN(C(=O)OC(C)(C)C)CC2)nn1 (some centres undefined)	-1%	-5%	1%	4%	0.5%	-13	1%	-3%	-1%	-1%	2
30	COc1cc(-c2nc3cnccn3c2NC(C)(C)CC(C)(C)C)ccc1O	1%	18%	-7%	192%[activator]	0.6%	-23	0%	1%	-2%	?	1
31	Cc1cc(C)c(NC(=O)CNC(=O)COC(=O)CN2C(=O)NC3(CCCC3)C2=O)c(C)c1	.	1%	.	1%	2.7%	7	-2%	.	-2%	?	.
32	Cc1ccc(C)c(NC(=O)c2nc(Cl)ccc2Cl)c1	-4%	23%	11%	-3%	0.0%	-2	-2%	-4%	-2%	0%	5
33	COc1ccc(C(=O)NCC2OCCc3ccccc32)cc1 (centres undefined)	-8%	11%	0%	-5%	-0.1%	0	3%	-24%	-3%	-36%	-5
34	COC(=O)[C@@H](CC(C)C)NS(=O)(=O)N(Cc1ccccc1)[C@@H](CC(C)C)C(=O)OC	.	-21%	.	-8%	0.0%	13	-3%	.	-4%	?	.
35	OCc1ccccc1NC(=S)Nc1cccnc1	4%	20%[7.66 µM]	1%	5%	0.1%	-5	-4%	2%	-11%	-7%	-1
36	CCC(=O)Nc1sc2c(c1C(=O)OC)CCN(Cc1ccccc1)C2	-6%	10%	.	10%	-0.3%	3	-5%	-11%	0%	6%	1
37	CCC(C(=O)OCC(=O)c1ccc(OC)cc1OC)c1ccccc1 (centres undefined)	.	7%	.	1%	0.1%	4	?	.	-7%	?	.
38	Cc1cc(C(F)(F)F)nc(NCc2cccnc2)n1	-11%	10%	1%	3%	0.7%	5	3%	-9%	-7%	-11%	0
39	CCN(CC)c1nc2c(c(=O)[nH]c(=O)n2C)n1Cc1ccccc1Cl	1%	-11%	4%	1%	-0.4%	-19	-1%	4%	-7%	3%	1
40	COc1ccc(CC(=O)NCCS(=O)(=O)N2CCN(c3ccccc3)CC2)cc1OC	.	-8%	.	-1%	0.0%	-7	-4%	.	0%	-1%	.
41	CCSc1nnc(NC(=O)Nc2cccc(C)c2)s1	-2%	?	-5%	-4%	-0.4%	1	-2%	.	-4%	?	0
42	CC(C)Cn1c(N)c(C(=O)NCCN2CCOCC2)c2nc3ccccc3nc21	16%	-29%	0%	i	-0.5%	2	2%	0%	-8%	?	6
43	Cc1cc(C(=O)COc2ccccc2Cl)c(C)n1C1CC1	.	-39%	.	-3%	3.6%	2	-5%	.	-2%	?	.
44	O=c1oc2ccccc2n1Cc1ccccc1	-4%	6%	0%	3%	-0.2%	-20	0%	6%	-5%	-4%	3
45	O=C(NCc1cccc(Cl)c1)c1ccc2c(c1)SC1=NS(=O)(=O)CCN12	17%	11%	0%	-1%	-0.2%	15	-29%	4%	3%	-5%	1
46	CC(C)(C)n1ncc2c(=O)n(CC(=O)Nc3ccc(Cl)cc3)cnc21	7%	17%	-1%	-8%	0.1%	-7	5%	?	0%	-1%	-5

Not all compounds are listed; count on the stated rates, not on these rows.
